Screening data: PubChem BioAssay, several laboratories
Ins promoter up – MIN6 insulin promoter up-regulation; MIN6 insulin promoter-GFP reporter, high-content imaging; hits give high values; z-score at 5 µM; 190,000 compounds, 0.3% hits; AID 1625;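 active = z-score above 3 at 5 µM with at least 500 cells counted in the well; inconclusive = wells under 500 cells, flagged as cytotoxic or low count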
CSM14.1 death rescue – protection against thapsigargin-triggered cell killing – 384-well, CSM14.1, ATP luminescence, primary screen (AID 1222); CSM14.1 thapsigargin-induced death rescue, ATP luminescence; higher % means a stronger effect; one-dose cellular ATP content (survival), % at 20 µM; EC50 in µM for titrated hits; 190,000 tested, under 10 active;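 active = EC50 below 50 µM in the dose-response confirmation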;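 also: death triggered by thapsigargin at about 15 µM added after 2 h compound pretreatment; cell ATP read after overnight thapsigargin exposure of roughly 18 to 22 hours; normalized against plate controls of thapsigargin alone and 5% DMSO vehicle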
PMI inhibitors – MPI enzyme activity inhibition – biochemical, fluorescence intensity, coupled assay, primary screen (AID 1209) | purified PMI enzyme, coupled fluorescence intensity; higher % means a stronger effect | inhibition, % at 20 µM, or IC50 in µM where a hit was titrated | 190,000 compounds, 0.42% hits;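 also: plate controls were DMSO vehicle for no effect and wells lacking substrate for full effect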
West Nile virus CPE – West Nile virus antiviral activity, cell-based, CPE readout (AID 1621). West Nile virus-infected cells, CPE inhibition; higher % means a stronger effect. CPE inhibition, % at 10 µM, or IC50 in µM where a hit was titrated. 290,000 compounds, 0.02% hits; in the data active = a potency from the dose series; inconclusive = CPE inhibition mostly from about 3.7% at the one dose, without a potency; inactive = the rest, 99 in 100 with CPE inhibition below about 2.2%; also: strong numbers were not always called active
SV40 large T antigen – SV40 large T antigen inhibitors, biochemical (AID 1903) | SV40 large T antigen ATPase/helicase inhibition assay; higher % means a stronger effect | inhibition, % at 20 µM; hits with a dose series show IC50 in µM | 310,000 compounds, 0.39% hits; in the data active = a potency from the dose series; inconclusive = inhibition mostly from about 32% at the one dose, without a potency; inactive = the rest, 99 in 100 with inhibition below about 32%; also: strong numbers were not always called active
PMI inhibition – human PMI inhibitors, high substrate, primary screen, biochemical, fluorescence intensity, high mannose 6-phosphate (AID 1220). recombinant PMI enzyme, coupled fluorescence intensity; higher % means a stronger effect. inhibition, % at 20 µM, or IC50 in µM where a hit was titrated. 190,000 compounds, 0.66% hits
RSV CPE inhibition – RSV antiviral activity via CPE protection, HEp-2 cells, primary 10 µM value included (AID 2391) | 310,000 compounds, 0.13% hits | HEp-2 cells, RSV-induced CPE inhibition; higher % means a stronger effect | CPE inhibition, % at 10 µM, or IC50 in µM where a hit was titrated; in the data active = a potency from the dose series; inconclusive = CPE inhibition mostly from about 23% at the one dose, without a potency; inactive = the rest, 99 in 100 with CPE inhibition below about 21%; also: strong numbers were not always called active
PhoP inhibition – PhoP-dependent GFP reporter repression – Salmonella Typhimurium, primary screen (AID 1863); inhibition, % at 50 µM; hits with a dose series show IC50 in µM; S. Typhimurium PhoP-regulated promoter GFP reporter, 4 h; higher % means a stronger effect; 300,000 compounds, 0.16% hits;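 active = inhibition over 29.93%, a cutoff 3 SD above the screen mean, later confirmed by dose response; inconclusive = inhibition over 29.93% but no dose response follow-up; inactive = inhibition at most 29.93% or unconfirmed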;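 also: 0% = low Mg2+ inducing control and 100% = high Mg2+ repressing control; strong numbers were not always called active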
TNAP activation fold – stimulation of alkaline phosphatase TNAP activity – biochemical, luminescent, no phosphate acceptor, uHTS, primary screen (AID 1001); purified TNAP, luminescent activation assay, no phosphate acceptor; higher activation fold means a stronger effect; one-dose activation fold at 20 µM; EC50 in µM for titrated hits; 200,000 compounds, 0.03% hits; in the data active = activation fold from about 3, or a potency from the dose series; inactive = the rest, 99 in 100 with activation fold below about 1.6; also: many of its hits are not listed in these tables
Ins promoter up cell count – further read-out of Ins promoter up, marked with its call; cell count; measured here: cytotoxicity, nuclei count;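 total cells summed across four imaged fields per well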
* marks the source's active call; other numbers are inactive results; ? = inconclusive; . = not tested or not shown. Rule as the data show it, unless noted: active = inhibition above about 50%; inactive = the rest.

SMILES	Ins promoter up	Ins promoter up cell count	CSM14.1 death rescue	PMI inhibitors	West Nile virus CPE	SV40 large T antigen	PMI inhibition	RSV CPE inhibition	PhoP inhibition	TNAP activation fold
O=C(O)C(=O)/C(=C\c1cccc(Cl)c1)c1ccc2ccccc2n1	1	1114	-1.2%	4%	-0.1%	1%	10%	5.2%	3%	1.1
CNc1nc(C)c(C(=O)OCC(=O)OC)s1	0.51	1122	-1.7%	-7%	0.5%	3%	0%	1.9%	1%	1.1
Cc1nnc(NC(=O)CN2CC(C)OC(C)C2)s1 (stereo not given)	.	.	.	.	0.5%	19%	.	0.2%	-7%	.
COc1ccc(OC)c(NC(=O)CSC2=NCCS2)c1	-0.43	1334	-2.1%	6%	-0.2%	3%	6%	0.5%	0%	1
CCCCOc1cccc(C2C(C(=O)c3cccs3)=C(O)C(=O)N2Cc2cccnc2)c1 (stereo not given)	0.78	1201	-1.5%	-13%	0.0%	9%	-1%	1.6%	6%	1.1
COc1ccc(CN2CCNC(=O)C2CC(=O)N(C)CCc2cnn(C)c2)c(F)c1 (stereo not given)	.	.	.	.	-0.2%	9%	.	1.1%	-5%	.
COc1ccc(-c2cc3ccccc3oc2=O)cc1NC(=S)NC(=O)c1ccc2c(c1)OCCO2	0.37	1309	-1.5%	-2%	?	4%	-11%	6.5%	-7%	1
O=C(NNC1=NCCC1)c1cccc(S(=O)(=O)N2CCOCC2)c1	-0.29	1504	-2.2%	14%	0.1%	7%	11%	0.3%	-13%	1
CC12CCC(C(=O)NCc3cccnc3)(OC1=O)C2(C)C (stereo not given)	-0.68	1270	-0.2%	4%	-0.3%	6%	2%	1.1%	-3%	1.1
Cc1nn(Cc2ccccc2)c(C)c1NC(=O)CSc1nc(C2CC2)nc2c1cnn2-c1ccccc1	-0.26	1951	0.8%	16%	-0.7%	-3%	21%	0.2%	-6%	1.1
CCOC(=O)N(Cc1ccccc1)C(C(=O)O)C(C(=O)O)N(Cc1ccccc1)C(=O)OCC (stereo not given)	.	.	-2.1%	-7%	0.2%	19%	-7%	1.5%	-10%	1.1
COC(=O)c1cccc(S(=O)(=O)N2CCOCC2)c1	.	.	-0.6%	-2%	0.0%	3%	-4%	-0.1%	1%	1.1
CCOC(=O)C1=C(C)NC(C)=C(C(=O)OC)C1c1ccco1 (stereo not given)	-0.25	1110	.	.	0.0%	9%	.	0.4%	11%	.
Cc1cc2ncn(CC(O)COc3cccc(C(=O)O)c3)c2cc1C (stereo not given)	-0.5	1211	-2.3%	-1%	-0.3%	9%	-7%	-0.7%	11%	1.1
COc1cc(C2C(C#N)=C(N)Oc3n[nH]c(-c4ccncc4)c32)cc(OC)c1OC (stereo not given)	0.27	1594	2.4%	14%	.	33%	6%	1.6%	-1%	0.9
COc1ccc(/C=N/Nc2ccc([N+](=O)[O-])cc2)cc1O	.	.	.	.	-1.3%	13%	.	?	12%	.
COc1cc(/C=C/C(=O)NCCc2ccc(S(N)(=O)=O)cc2)ccc1OCC#N	0.82	934	.	.	0.3%	1%	.	-1.4%	-4%	.
CNC(=O)COc1coc(CN2CCN(Cc3ccccc3)CC2)cc1=O	.	.	.	.	1.1%	4%	.	2.4%	-1%	.
COCCCNc1nc(N)c([N+](=O)[O-])c(N2CCCCCC2)n1	.	.	.	.	-0.7%	-2%	.	8.8%	14%	.
Cc1cc(C)c2sc(NC(=O)C3=COCCO3)nc2c1	.	.	.	.	0.4%	5%	.	6.9%	9%	.
CCOc1nc(NCCO)nc(Nc2ccccc2F)n1	.	.	-0.1%	14%	-0.4%	6%	14%	2.2%	5%	1
O=C(CCCCCNC(=O)N1CCn2c1nc1ccccc12)NCc1ccccc1	.	.	.	.	-0.1%	2%	.	-1.8%	13%	.
COc1cccc(/C(C#N)=C/c2c(-c3ccc(Cl)cc3)nc3c(C)cccn23)c1	-0.28	1332	-2.1%	10%	0.1%	-4%	8%	11%	-2%	1
CC(=O)Nc1ccc(C2CC(c3ccc(Cl)cc3)=NN2c2ccccc2)cc1 (stereo not given)	.	.	.	.	-1.2%	2%	.	47%	9%	.
Oc1cc(NCc2cccnc2)ccc1-c1nc2ccccc2o1	2.5	1679	-1.6%	-6%	0.8%	12%	-5%	2.1%	-2%	1
COc1ccc(C(=O)NCCNc2nc3ccc(C)cc3cc2C#N)cc1	.	.	.	.	-0.5%	17%	.	5.7%	8%	.
CC(C)N(Cc1cc2ccccc2[nH]c1=O)C(=O)C1CCCCC1	0.39	788	-1.2%	5%	0.1%	10%	-6%	-0.9%	-8%	1
CN(C)S(=O)(=O)c1ccc(Cl)c(NC(=O)CSc2nc3c(cc2C#N)C(=O)CCC3)c1	.	.	-5.4%	2%	-0.6%	-73%	2%	4.0%	28%	1.1
CCOc1ccc(N(Cc2cc3ccc(C)cc3[nH]c2=O)S(=O)(=O)c2ccccc2)cc1	.	.	.	.	1.5%	6%	.	-0.4%	-9%	.
CCOC(=O)COc1cc2c(C(=O)OCC)c(C)oc2cc1Br	-0.98	1272	.	1%	0.0%	-3%	6%	3.5%	21%	1.1
N#Cc1nc(-c2ccc(OCc3ccccc3)cc2)oc1N1CCOCC1	0.91	1078	-0.1%	20%	-0.4%	10%	16%	1.9%	0%	1
Cc1nn(C)c(Cl)c1/C=N/OC(=O)c1ccc(F)cc1	0.22	1569	-2.5%	0%	0.2%	3%	-2%	0.3%	1%	1.1
CCCc1cnc(N2CCN(C(=O)c3ccc(OC)cc3)CC2)nc1	.	.	.	.	-1.1%	9%	.	7.4%	-3%	.
O=C1CN(C(=O)COc2cccc(F)c2)c2ccccc2N1	-0.28	1581	-0.6%	4%	-0.1%	1%	-9%	1.5%	3%	1
CC(C)C[C@H](NC(=O)Nc1cccc(Cl)c1)C(=O)O	-0.24	1324	0.2%	1%	0.0%	10%	10%	-0.1%	-27%	1.2
CCC(C)(C(=O)NC1CCCCC1)N(Cc1cccs1)C(=O)c1ccccn1 (stereo not given)	0.27	1266	-0.5%	-6%	-0.6%	14%	-2%	-1.4%	-3%	1.1
O=C(c1coc(=O)c(Br)c1)N1CCOCC1	0.25	1847	-1.4%	-4%	1.4%	17%	1%	.	4%	1.1
CC(C)COC(=O)NCCCOC(=O)Nc1ccccc1	-1.1	805	-0.9%	14%	-0.3%	0%	12%	1.4%	1%	1.1
COc1ccc(NC(=O)c2cc(C(C)C)on2)cc1OC	0.34	1486	-0.3%	13%	1.6%	2%	20%	1.9%	-2%	1.1
C=CCSc1nc(N)c(C(=O)Nc2ccccc2C)cc1C(N)=O	0.5	1333	-2.1%	11%	0.3%	7%	9%	1.7%	2%	1.1

Overlap with the part before: two entries, then new ones.
SMILES	Ins promoter up	Ins promoter up cell count	CSM14.1 death rescue	PMI inhibitors	West Nile virus CPE	SV40 large T antigen	PMI inhibition	RSV CPE inhibition	PhoP inhibition	TNAP activation fold
COc1ccc(NC(=O)c2cc(C(C)C)on2)cc1OC	0.34	1486	-0.3%	13%	1.6%	2%	20%	1.9%	-2%	1.1
C=CCSc1nc(N)c(C(=O)Nc2ccccc2C)cc1C(N)=O	0.5	1333	-2.1%	11%	0.3%	7%	9%	1.7%	2%	1.1
CC(=O)Nc1ccc(NC(=O)C(C)OC(=O)CCc2nc3ccccc3s2)cc1 (stereo not given)	0.25	1295	-0.4%	8%	-0.5%	8%	9%	2.2%	-4%	1.1
Cc1ccc(C(=O)Nc2ccccc2N2CCCCC2)o1	.	.	.	.	1.3%	9%	.	8.3%	1%	.
Cc1ccc(CNC(=O)Nc2ccccc2)n1C	.	.	.	.	0.3%	4%	.	0.7%	-6%	.
CC(C)S(=O)(=O)c1cnc(-c2cccnc2)nc1N	1.5	1393	.	.	-0.3%	10%	.	0.5%	-9%	.
COc1ccc(S(=O)(=O)N2CCCCC2)cc1NS(=O)(=O)c1cc(Cl)ccc1Cl	0.31	1264	-1.2%	12%	0.2%	-45%	22%	4.9%	22%	1.1
Cc1ccc(CN(C)C(=O)c2ccccc2Sc2ccccc2C#N)cc1	.	.	.	.	-1.2%	7%	.	19%	-3%	.
COc1ccc(S(=O)(=O)n2nc(OC(C)=O)cc2N)cc1	-0.63	1417	-2.1%	-1%	0.2%	29%	-7%	0.0%	-8%	1
CCCCN1C=C(C(=O)OC)C(c2ccccc2C(F)(F)F)C(C(=O)OC)=C1	0.29	811	1.5%	-1%	0.7%	5%	-3%	1.0%	2%	1.2
CC1CCN(Cc2nc(-c3ccc(Cl)cc3)no2)CC1	-0.1	1410	.	.	0.1%	7%	.	.	1%	.
Nc1nc(CN2CCCCCC2)nc(Nc2ccc(F)cc2)n1	1.3	818	-0.1%	-7%	-0.6%	23%	-1%	0.1%	6%	1.2
COc1ccccc1-c1c(C)nn2c(N3CCN(c4ccccc4OC)CC3)cc(C)nc12	-0.38	525	5.6%	9%	0.6%	3%	16%	5.2%	-6%	0.8
CCCc1nc2oc3c(NCC4CCCO4)ncnc3c2c2c1COC(C)(C)C2 (stereo not given)	.	.	-1.5%	16%	0.7%	2%	16%	3.3%	-5%	1.1
CC(C)(C)C(=O)Nc1ccc(Oc2ccc3c(c2)C(=O)N(c2ccc(O)cc2)C3=O)cc1	.	.	-2.3%	21%	-0.2%	1%	9%	7.5%	-1%	1.6
CCOCC(=O)Nc1cc(Cl)ccc1C	.	.	1.8%	0%	-0.3%	2%	2%	2.3%	-4%	1.1
O=C(CN1C(=O)C2CC=CCC2C1=O)Nc1ccc(-c2nnc3n2CCCCC3)cc1 (stereo not given)	0.56	1038	2.7%	-2%	-0.4%	15%	-8%	1.1%	-1%	1
O=C(c1ccco1)N1CCN(S(=O)(=O)c2ccc(Cl)s2)CC1	-0.13	1603	-1.0%	6%	-0.4%	-2%	-3%	1.3%	9%	1.1
O=C(NC(C(=O)c1ccccc1)n1ccc(=O)[nH]c1=O)c1ccccc1 (stereo not given)	0.56	1243	-0.8%	11%	-0.4%	4%	13%	1.4%	-4%	1
Cc1cc(C)c(NN=c2c(=O)c3ccccc3c2=O)c(C)c1	0.57	1049	-6.5%	-14%	.	23%	-21%	0.3%	-6%	0.8
Cc1ccc(Sc2ncccc2COC(=O)NC(C)C)cc1	-0.27	1129	-1.0%	-9%	-1.1%	-3%	3%	0.3%	-8%	1.1
NC(=O)c1oc2ccc(Cl)cc2c1N	-0.86	1306	-1.6%	-9%	0.1%	4%	-5%	7.6%	-2%	1.1
COc1ccccc1C(=O)N1N=C(c2ccc(NS(C)(=O)=O)cc2)CC1c1cccs1 (stereo not given)	.	.	.	.	1.1%	13%	.	5.2%	6%	.
CC1OC2C(OC1C)N(S(C)(=O)=O)CCN2S(C)(=O)=O (stereo not given)	0.92	1141	.	-4%	0.1%	2%	-3%	0.0%	-5%	1.1
COC(=O)Nc1ccc(S(=O)(=O)NCCCCCC(=O)O)cc1	0.18	1368	0.3%	6%	0.4%	22%	-2%	0.7%	1%	1.1
